# XiGFP reactiv: reactivates the inactive X chromosome in mouse fibroblasts; AID 743238; XiGFP mouse fibroblasts, % GFP-positive cells imaging, 3 d; cells co-treated with 5-aza-dC sensitizer; scaled so ellipticine positive control = 100%; activation, % at 7.58 µM; 360,000 tested, 0.055% active;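 active means mean normalized replicate activation at least 10% and every replicate at or above 10%; inconclusive means only one of the two criteria met; inactive means mean below 10% and not all replicates reach 10%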;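 further: 0% = median of on-plate neutral control wells and 100% = ellipticine 6 µM median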
#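 Schedule: 3 d treatment, 15 min room-temperature fixation; system: 68-5-11 XiGFP fibroblast line; buffer or medium: DMEM plus 5-aza-dC sensitizer; control set: ellipticine 6 µM positive control; compound: one concentration, pinned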
# ERp5 block: blocks human ERp5 reductase activity on insulin. inhibition, % at 9.99 µM. ERp5 insulin aggregation, absorbance 650 nm, 90 min. Q15084. 350,000 tested, 0.05% active;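 active means mean replicate inhibition above about 25%, with every replicate also reaching it, limit read from the data, passing the limit was not always enough; inconclusive means only one of those two criteria met; inactive means neither criterion met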
# Target sequence (Q15084 whole entry, looked up): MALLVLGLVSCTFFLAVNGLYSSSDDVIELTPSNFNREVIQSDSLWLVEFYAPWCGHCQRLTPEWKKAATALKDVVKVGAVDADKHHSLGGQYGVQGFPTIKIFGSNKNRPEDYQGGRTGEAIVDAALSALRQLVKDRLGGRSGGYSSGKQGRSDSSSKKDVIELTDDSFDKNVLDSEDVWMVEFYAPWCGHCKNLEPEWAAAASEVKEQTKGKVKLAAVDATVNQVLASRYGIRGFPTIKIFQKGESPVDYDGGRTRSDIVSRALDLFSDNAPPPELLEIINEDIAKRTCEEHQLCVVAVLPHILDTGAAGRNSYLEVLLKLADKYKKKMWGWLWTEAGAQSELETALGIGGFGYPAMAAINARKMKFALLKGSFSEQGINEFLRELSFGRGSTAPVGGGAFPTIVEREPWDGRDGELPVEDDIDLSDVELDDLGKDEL
# DENV2 CPE rescue: DENV2-induced cell death inhibition; DENV2-infected cells, cytopathic effect rescue, plate reader; CPE inhibition, % at 9.99 µM; 350,000 tested, 1.7% active; AID 651640; in the data active means CPE inhibition above about 20%, passing the limit was not always enough; inconclusive means no clear call, values can overlap the other calls; tested in BHK-21 cells;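 further: 0% = median of neutral control wells and 100% = median of positive control wells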
# ARNT TACC3 PPI: disrupts binding between human ARNT and TACC3 | Q9Y6A5 | AlphaScreen His-ARNT PAS-B/GST-TACC3 binding, luminescence; TACC3 fragment carries E629A point mutation | inhibition, % at 9.99 µM | 390,000 tested, 0.66% active;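 active means mean inhibition of replicates at least 50% and at least half of replicates each reaching 50%; inconclusive means half or more replicates reach 50% but mean below 50%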;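 further: 0% = complete ARNT plus TACC3 wells and 100% = ARNT alone without TACC3; many hits fall short of the cut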
# PAX8 reporter: inhibitors of PAX8 transcriptional activity in RMG-I cells; RMG-I TPO-luciferase reporter, SteadyGlo, 24 h; AID 652154; 360,000 tested, 1.2% active; inhibition, % at 12.6 µM;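 active means mean replicate inhibition at least 60% with every replicate also reaching 60%; inconclusive means only one of the two criteria is met; inactive means mean below 60% and not all replicates reaching 60%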;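 further: luciferase light reporting Pax8 driven TPO promoter activity; plate controls were median of neutral control wells for no effect and mitoxantrone controls for full effect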
# INS-1E GSIS act: GLuc luminescence reporter in INS-1E cells, primary screen for activators of glucose-dependent secretion of insulin | INS-1E GLuc reporter insulin secretion, 2-3 h | 370,000 tested, 0.61% active | activation, % at 16.6 µM | AID 743287;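 active means lowest replicate activation of at least 40%, so every replicate reaches that level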;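 further: 0% = median of neutral control wells and 100% = median of IBMX positive control wells; some compounds called inactive have numbers as strong as hits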
# EWS-Fli inh: EWS/Fli transcriptional activity inhibition; A673 NR0B1-luciferase reporter, viability-normalised; inhibition, % at 12.6 µM; 350,000 tested, 0.67% active; AID 651661;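 active means mean inhibition of at least 50% after viability correction, with every replicate also passing that limit; inconclusive means mean reaches 50% but only one of two replicates passes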;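 further: firefly luciferase signal divided by Alamar Blue viability fluorescence both relative to DMSO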
# CFTR F508del cor: correctors of CFTR F508del function in bronchial epithelial cells; CFBE cells, YFP halide quenching; stimulated with forskolin plus potentiator P3; % fluorescence drop versus neutral controls; activity (quench increase), % at 7.58 µM; 350,000 tested, 0.36% active; AID 720511;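 active means mean added fluorescence quench of at least 8% versus neutral control, with both replicates also reaching 8%; inconclusive means only one of the mean or replicate conditions met; inactive means mean below 8% and not both replicates reaching 8%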;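 further: cells transiently co-express mutant CFTR-F508del with the halide-sensitive YFP; corrector assay measuring rescue of mutant channel to the surface after 24 h compound exposure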
# The depositor's hits bear a star; ? = inconclusive; / = no result given.
# The first eleven records as a preview:
SMILES,XiGFP reactiv,ERp5 block,DENV2 CPE rescue,ARNT TACC3 PPI,PAX8 reporter,INS-1E GSIS act,EWS-Fli inh,CFTR F508del cor
C[C@H]1CN([C@@H](C)CO)C(=O)c2cc(C#CC(C)(C)O)cnc2O[C@@H]1CN(C)Cc1ccccn1,-1.0,-7.7,-9.1,-2.0,-23.5,7.6,-1.5,-0.9
Cc1cc(C)c(C(=O)COC(=O)CCn2c(C)csc2=O)cc1C,0.0,0.2,14.0,5.9,-155.3,-24.4,-9.1,2.7
CCn1c(SCC(=O)N2CCOCC2)nc(O)cc1=O,0.0,-3.9,11.4,-4.0,9.7,61.5,-6.5,-1.3
COc1ccc(CN(C)C[C@@H]2Oc3ccc(NC(=O)C4CC4)cc3C(=O)N([C@@H](C)CO)C[C@H]2C)cc1,0.1,?,/,-3.2,/,10.3,0.3,-2.2
COCCNC(=O)C[C@H]1C[C@@H]2c3cc(NC(=O)Nc4ccc(C(F)(F)F)cc4)ccc3O[C@@H]2[C@@H](CO)O1,0.2,0.8,?,1.0,-0.2,-30.6,12.7,-0.9
COc1ccc(/C=C(\NC(=O)c2ccc([N+](=O)[O-])cc2)C(=O)NCCN2CCOCC2)cc1,0.1,-1.2,-6.5,/,-4.7,-9.9,/,0.5
COc1ccc(OC)c2c1CCC1(C2)NC(=O)NC1=O (stereo not drawn),0.4,1.2,-7.0,/,13.6,9.0,1.8,0.0
COc1ccc(C2CC(C)=C(C#N)S(=O)(=O)C2C#N)cc1 (stereo not drawn),-0.1,1.0,0.6,1.3,-6.8,-0.5,13.0,0.9
C[C@@H]1CN([C@H](C)CO)C(=O)c2c(c3ccccc3n2C)-c2ccccc2CO[C@@H]1CN(C)S(=O)(=O)c1ccccc1,0.0,0.5,-6.3,1.9,/,-28.5,27.3,3.5
Cn1c(NC(=O)c2ccccc2)c(-c2ccccn2)c(=O)c2ccccc21,/,4.0,-1.4,-16.1,/,17.2,2.8,-1.0
CCOC(=O)C1CCN(C(=O)COC(=O)c2ccccc2C(=O)c2ccc(Cl)cc2)CC1,-0.1,0.9,1.4,4.5,25.3,-22.3,-7.6,0.3

# Main list, from the start:
SMILES,XiGFP reactiv,ERp5 block,DENV2 CPE rescue,ARNT TACC3 PPI,PAX8 reporter,INS-1E GSIS act,EWS-Fli inh,CFTR F508del cor
C[C@H]1CN([C@@H](C)CO)C(=O)c2cc(C#CC(C)(C)O)cnc2O[C@@H]1CN(C)Cc1ccccn1,-1.0,-7.7,-9.1,-2.0,-23.5,7.6,-1.5,-0.9
Cc1cc(C)c(C(=O)COC(=O)CCn2c(C)csc2=O)cc1C,0.0,0.2,14.0,5.9,-155.3,-24.4,-9.1,2.7
CCn1c(SCC(=O)N2CCOCC2)nc(O)cc1=O,0.0,-3.9,11.4,-4.0,9.7,61.5,-6.5,-1.3
COc1ccc(CN(C)C[C@@H]2Oc3ccc(NC(=O)C4CC4)cc3C(=O)N([C@@H](C)CO)C[C@H]2C)cc1,0.1,?,/,-3.2,/,10.3,0.3,-2.2
COCCNC(=O)C[C@H]1C[C@@H]2c3cc(NC(=O)Nc4ccc(C(F)(F)F)cc4)ccc3O[C@@H]2[C@@H](CO)O1,0.2,0.8,?,1.0,-0.2,-30.6,12.7,-0.9
COc1ccc(/C=C(\NC(=O)c2ccc([N+](=O)[O-])cc2)C(=O)NCCN2CCOCC2)cc1,0.1,-1.2,-6.5,/,-4.7,-9.9,/,0.5
COc1ccc(OC)c2c1CCC1(C2)NC(=O)NC1=O (stereo not drawn),0.4,1.2,-7.0,/,13.6,9.0,1.8,0.0
COc1ccc(C2CC(C)=C(C#N)S(=O)(=O)C2C#N)cc1 (stereo not drawn),-0.1,1.0,0.6,1.3,-6.8,-0.5,13.0,0.9
C[C@@H]1CN([C@H](C)CO)C(=O)c2c(c3ccccc3n2C)-c2ccccc2CO[C@@H]1CN(C)S(=O)(=O)c1ccccc1,0.0,0.5,-6.3,1.9,/,-28.5,27.3,3.5
Cn1c(NC(=O)c2ccccc2)c(-c2ccccn2)c(=O)c2ccccc21,/,4.0,-1.4,-16.1,/,17.2,2.8,-1.0
CCOC(=O)C1CCN(C(=O)COC(=O)c2ccccc2C(=O)c2ccc(Cl)cc2)CC1,-0.1,0.9,1.4,4.5,25.3,-22.3,-7.6,0.3
Cc1onc(-c2c(Cl)cccc2Cl)c1C(=O)Nc1nccs1,0.2,5.4,-2.1,/,10.5,-5.1,12.0,2.1
CCCN(CC(=O)Nc1ccccc1OC)C(=O)c1ccc2c(c1)NC(=O)C(C)S2 (stereo not drawn),0.0,1.1,-3.0,6.9,2.0,-9.4,-6.8,-0.8
COc1cc2c(cc1OC)CN(c1nc(CN3CCOCC3)nc3sc4c(c13)CCC(C)C4)CC2 (stereo not drawn),0.1,/,/,16.0,4.5,22.7,/,/
O=C(Cc1ccccc1)N[C@@H]1C=C[C@@H](CC(=O)N2CCCCC2)O[C@@H]1CO,1.7,-1.6,1.7,5.8,-15.5,-11.1,8.4,2.5
COc1ccc(C(C)=O)cc1Cn1c(=O)cc(C)[nH]c1=O,0.2,-3.2,0.4,-0.3,0.7,15.7,3.5,0.0
C[C@@H]1CN([C@H](C)CO)C(=O)c2cc(C#CCN(C)C)cnc2O[C@H]1CN(C)C(=O)CCN1CCCCC1,0.2,4.1,16.2,3.6,-14.5,3.8,-7.4,/
CCC1(c2ccccc2)NC(=O)N(CC(=O)Nc2nnc(C3CC3)s2)C1=O (stereo not drawn),0.5,-0.5,3.4,-7.8,-0.9,-3.3,-0.5,0.9
COc1ccc(CN2CCNC(=O)C2CC(=O)NCc2cn[nH]c2-c2ccccc2)c(F)c1 (stereo not drawn),0.1,-4.5,-1.6,-0.1,-0.6,-3.2,/,-1.1
CC(NC(=O)C1CCN(C(=O)Nc2ccccc2)CC1)c1ccccc1Cl (stereo not drawn),-0.2,-5.7,-7.8,1.2,1.1,/,-13.5,-0.3
Cc1ccc(S(=O)(=O)N2CCCC2)cc1C(=O)N1CCN(Cc2ccccc2)CC1,0.2,3.3,0.6,-6.6,20.5,15.8,2.0,0.6
O=C(NNC(=O)C(O)c1ccccc1)NC1CCCCC1 (stereo not drawn),0.3,-5.3,5.5,-5.1,7.4,11.8,6.5,-1.4
N#CCC(=O)N/N=C/c1cccc(Oc2ccccc2)c1,0.0,2.6,-5.4,5.0,0.0,7.4,-12.7,-0.8
COc1cc(C#N)c(NC(=O)CN2CCC(C(N)=O)CC2)cc1OC,-0.1,-0.8,2.7,1.2,-11.4,-2.8,4.0,1.7
Cc1ccc(NC(=O)CCC(=O)N/N=C/c2ccco2)c(C)c1,0.3,/,/,-2.8,-11.5,1.6,/,/

# Continued:
SMILES,XiGFP reactiv,ERp5 block,DENV2 CPE rescue,ARNT TACC3 PPI,PAX8 reporter,INS-1E GSIS act,EWS-Fli inh,CFTR F508del cor
C[C@H]1CN([C@@H](C)CO)S(=O)(=O)c2ccc(/C=C/c3ccccc3)cc2O[C@@H]1CN(C)C(=O)c1cccnc1,-1.0,7.8,-13.3,4.8,/,-4.5,-10.3,0.5
CSc1ccc(-c2cccc([N+](=O)[O-])c2)nn1,0.1,6.2,1.9,25.7,-60.5,3.8,-21.4,0.2
COc1ccccc1C(=O)NC(=S)Nc1ccccc1N1CCCCC1,-0.1,2.8,1.1,-6.0,/,/,9.8,-1.5
C[C@H]1CN([C@@H](C)CO)C(=O)c2cccc(NS(=O)(=O)c3ccccc3)c2O[C@H]1CN(C)C(=O)NC1CCCCC1,-0.9,-5.3,18.6,-4.5,6.7,-14.7,-0.6,-0.2
CCOC(=O)c1sc2nc3n(c(=O)c2c1C)CCC(C)CC3 (stereo not drawn),/,-0.3,-0.4,-0.4,/,-7.6,1.7,1.4
CCOc1ccc(S(=O)(=O)N2CCCCC2)cc1NC(=O)c1c(CC)noc1C,0.3,0.6,0.7,-4.1,-14.8,13.2,4.4,3.4
O=C(CSc1nc2[nH]c(=O)cc(O)c2s1)Nc1nncs1,-0.1,-6.7,10.1,5.1,1.2,-4.1,-6.1,-0.4
CC(C)c1ccc(C(=O)NN2C(=O)C3CCCCC3C2=O)cc1 (stereo not drawn),0.0,4.2,3.0,-3.0,-70.7,5.0,-63.9,1.2
C[C@H]1CN([C@@H](C)CO)C(=O)c2cccc(N(C)C)c2O[C@H]1CN(C)Cc1ccc(C(F)(F)F)cc1,-0.7,-0.6,-0.7,4.2,-26.3,-8.0,2.2,0.3
Cc1nn(C)c(=S)n1-c1ccc(Cl)cc1,0.1,1.2,4.0,-3.1,10.6,3.4,-0.5,5.2
Nc1cc(C(F)(F)F)ccc1N1CCOCC1,0.0,6.5,-0.9,25.7,-12.3,3.7,6.6,2.4
CCN1CCCC1CNC(=O)Cn1ncc2c(=O)oc3ccc(C)cc3c21 (stereo not drawn),0.0,-7.7,-5.3,33.1,-12.2,-8.4,-10.4,0.2
COc1ccc(N2CCN(CC(=O)c3ccc(O)cc3O)CC2)cc1,0.2,5.0,-1.0,5.0,10.3,-4.5,-2.7,2.7
CC(=O)Nc1cc(-c2cccc(C(=O)N(C)C)c2)cn2c(-c3ccc(F)c(Cl)c3)cnc12,-0.1,8.4,2.6,/,21.7,-0.4,-3.4,2.0
O=C1CCC(C(=O)N2CCN(c3ccccc3Cl)CC2)CN1CC1CCCCC1 (stereo not drawn),0.1,-1.1,0.6,/,3.9,/,7.4,3.2
CNC[C@H]1OCCCC[C@H](C)Oc2ccc(N)cc2C(=O)N([C@H](C)CO)C[C@@H]1C,0.1,/,/,/,-5.7,10.1,-2.0,-3.3
Cc1ccc(S(=O)(=O)NCC(=O)OC(C)C(=O)NCc2ccc3c(c2)OCO3)cc1 (stereo not drawn),0.9,5.7,3.3,8.9,-5.2,-60.7,4.2,1.8
CC(Oc1cc2oc(=O)c3c(c2cc1Cl)CCC3)C(=O)NCCCN1CCCC1=O (stereo not drawn),0.1,-7.1,-10.5,-0.9,16.1,4.2,/,-0.8
CO[C@H]1CN(C)C(=O)c2ccc(NS(C)(=O)=O)cc2OC[C@H](C)N(C(=O)C2CCC2)C[C@@H]1C,-0.5,-3.8,1.5,-12.0,1.4,4.7,-1.6,0.0
